PLC-beta3 inh: human PLC-beta3 inhibitors, primary screen, biochemical, fluorescence; Purified PLC-beta3, fluorogenic substrate; actives 0.18% (n = 370,000); inhibition, % at 12.2 µM; in the data active = inhibition above about 11%;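 also: 0% = median of compound wells on plate and 100% = full blocker control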
ASAP1 GAP inh: inhibitors of human ASAP1 ArfGAP activity, primary screen, biochemical, fluorescence polarization. Arf-GAP with SH3 domain, ANK repeat and PH domain-containing protein 1 (Homo sapiens), …. actives 0.19% (n = 360,000). ASAP1-stimulated ARF1 GTP hydrolysis, GDP FP detection. inhibition, % at 16.5 µM; in the data active = inhibition above about 25%;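 also: 0% = vehicle with enzyme and substrate and 100% = no enzyme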
Target sequence (Q9ULH1 325-724 limits assumed): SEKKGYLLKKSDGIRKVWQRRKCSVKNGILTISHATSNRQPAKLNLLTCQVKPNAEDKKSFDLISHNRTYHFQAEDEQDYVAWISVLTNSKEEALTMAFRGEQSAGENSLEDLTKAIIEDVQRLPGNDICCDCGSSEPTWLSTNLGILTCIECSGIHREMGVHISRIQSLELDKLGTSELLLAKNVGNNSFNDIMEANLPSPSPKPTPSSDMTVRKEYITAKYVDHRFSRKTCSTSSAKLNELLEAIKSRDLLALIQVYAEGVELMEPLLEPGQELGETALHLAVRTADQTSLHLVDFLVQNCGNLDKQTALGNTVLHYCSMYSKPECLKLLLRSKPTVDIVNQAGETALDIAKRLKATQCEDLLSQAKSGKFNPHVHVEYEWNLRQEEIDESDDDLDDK
PLC-gamma1 inh: PLC-gamma1 enzyme inhibitors, primary screen, biochemical, fluorescence, purified enzyme; inhibition, % at 12.2 µM; 1-phosphatidylinositol 4,5-bisphosphate phosphodiesterase gamma-1 (Homo sapiens), P19174; actives 0.84% (n = 370,000); fluorogenic substrate; in the data active = inhibition above about 9.5%
TDP2 absorb: human TDP2 enzyme inhibitors, primary screen, biochemical, epi absorbance, recombinant enzyme; Tyrosyl-DNA phosphodiesterase 2 (Homo sapiens), O95551; T5PNP hydrolysis, p-nitrophenol absorbance 415 nm; inhibition, % at 12.8 µM; actives 0.34% (n = 370,000); AID 720702, 2013;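 active = inhibition above the mean of all tested compounds plus 3 SD, set per campaign, cut at about 25% in these data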;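 also: 0% = DMSO with enzyme and 100% = buffer with substrate but no TDP2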
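Assay system: Recombinant human TDP2 | Quantity: 120 nM TDP2 per well | Incubation: 2 h at 37 °C | Signal: Epi absorbance | Evaluation: Percent inhibition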
Tn6 DDE FP: inhibitors of Tn6 peptide binding to fibrin DD(E), primary screen, biochemical, fluorescence polarization, human fibrin, Tn6 probe. Fibrinogen beta chain (Homo sapiens), P02675. Fibrin DD(E) TRITC-Tn6 fluorescence polarization displacement. inhibition, % at 8.3 µM. actives 0.21% (n = 370,000). AID 720509, 2013;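 active = inhibition above a per-campaign cutoff: mean of compounds within control limits plus 3 SD, cut at about 15% in these data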;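 also: 0% = median of all compound wells on the plate and 100% = blocking peptide control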
DDE Tn7 FP inh: inhibitors of Tn7 peptide binding to fibrin DD(E), primary screen, biochemical, fluorescence polarization, human fibrin, Tn7 probe. Fibrinogen beta chain (Homo sapiens), P02675. FP displacement of FITC-Tn7 peptide from fibrin DD(E); 0% = median of compound wells per plate. inhibition, % at 8.3 µM. actives 0.13% (n = 370,000);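 active = inhibition above the mean of compounds falling within the control limits plus 3 SD of them, cut at about 14% in these data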;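 also: 0% = plate median of compound wells and 100% = 10 µM Aha-Tn7 peptide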
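Assay system: Human clot-derived fibrin DD(E) complex | Buffer or medium: Tris/NaCl/CaCl2 buffer, pH 7.8 | Repeats: One replicate per compound | Benchmarks: Aha-Tn7 high control | Measure: % inhibition scaled between sample-field median and high-control FP | Schedule: 10 min plus 3 h, room temperature | Signal: Fluorescence polarization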
ARFGAP1 inh: inhibitors of rat ARFGAP1 GAP activity, primary screen, biochemical, fluorescence polarization, GDP tracer; ADP-ribosylation factor GTPase-activating protein 1 (Rattus norvegicus), Q62848; Arfgap1-stimulated ARF1 GTP hydrolysis, GDP FP detection; actives 0.26% (n = 360,000); AID 651572, 2012; inhibition, % at 16.5 µM;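 active = inhibition above a per-plate limit, mean inhibition of low control wells plus 3 SD, cut at about 25% in these data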;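 also: 0% = DMSO wells with enzyme and 100% = wells lacking Arfgap1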
Target sequence (Q62848 1-136 limits assumed): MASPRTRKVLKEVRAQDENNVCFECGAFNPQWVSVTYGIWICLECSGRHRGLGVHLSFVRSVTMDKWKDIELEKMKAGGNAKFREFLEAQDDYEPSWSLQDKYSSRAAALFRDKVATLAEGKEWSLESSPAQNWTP
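Material – truncated rat Arfgap1 GAP domain · Buffer or medium – HEPES-based buffer, pH 7.5 · Reagent – human ARF1(Δ1-17)-GTP substrate · Dosing – 16.5 µM single point, 1.26% DMSO · Schedule – GTP hydrolysis reaction 2 h at 25 °C · Technique – GDP detection by fluorescence polarization · Benchmarks – No-Arfgap1 wells (100%) versus DMSO full-reaction wells (0%) · Repeats – single replicate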
ADAM10 inh: human ADAM10 inhibitors, primary screen, biochemical, QFRET, HTS | inhibition, % at 7 µM | recombinant ADAM10, EDANS/DABCYL FRET peptide cleavage, 3 h | actives 0.62% (n = 370,000);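 active = inhibition above a per-campaign cutoff equal to the mean of compounds falling between control-based bounds plus 3 SD, cut at about 20% in these data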;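 also: 0% = DMSO wells while the 100% control is not disclosed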
SIAE inh: human SIAE inhibitors, primary screen, biochemical, fluorescence polarization, FP-Rh probe, 1536-well HTS; Sialate O-acetylesterase (Homo sapiens), Q9HAT2; SIAE FP-Rh probe binding; inhibition, % at 9.66 µM; actives 0.69% (n = 370,000);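 active = inhibition above a cutoff: mean of compounds within the control limits plus 3 SD of those, cut at about 17% in these data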;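 also: 0% = plate median of compound wells and 100% = probe without SIAE protein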
Target sequence (Q9HAT2 whole entry, looked up): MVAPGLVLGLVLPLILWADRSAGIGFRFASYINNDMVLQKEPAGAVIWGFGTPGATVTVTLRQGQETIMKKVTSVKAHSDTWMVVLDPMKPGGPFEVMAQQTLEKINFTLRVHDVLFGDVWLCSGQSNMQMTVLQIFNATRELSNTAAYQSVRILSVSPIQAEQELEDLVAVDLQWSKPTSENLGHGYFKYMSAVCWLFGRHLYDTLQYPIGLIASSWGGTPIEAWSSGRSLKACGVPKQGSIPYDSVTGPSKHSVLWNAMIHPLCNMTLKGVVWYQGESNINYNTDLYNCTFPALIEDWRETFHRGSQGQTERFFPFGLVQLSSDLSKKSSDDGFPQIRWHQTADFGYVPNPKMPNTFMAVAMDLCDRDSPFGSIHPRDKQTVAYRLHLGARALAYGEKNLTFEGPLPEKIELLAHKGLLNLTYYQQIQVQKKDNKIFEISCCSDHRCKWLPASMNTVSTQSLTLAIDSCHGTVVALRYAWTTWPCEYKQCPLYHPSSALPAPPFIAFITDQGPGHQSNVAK
ADAM17 inh: ADAM17 inhibitors, primary screen, biochemical, QFRET; AID 720648, 2013; actives 0.83% (n = 370,000); recombinant ADAM17, EDANS/DABCYL FRET peptide cleavage; inhibition, % at 6.95 µM;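 active = inhibition above the mean of compounds lying between control limits plus 3 SD, set per campaign, cut at about 8.5% in these data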;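 also: 0% = DMSO-only wells as the low control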
* hit, by the source's call; i = inactive; · = no result given.

cpd	SMILES	PLC-beta3 inh	ASAP1 GAP inh	PLC-gamma1 inh	TDP2 absorb	Tn6 DDE FP	DDE Tn7 FP inh	ARFGAP1 inh	ADAM10 inh	SIAE inh	ADAM17 inh
1	Cc1ncc([N+](=O)[O-])n1CC(=O)Nc1ccc(F)cc1F	-3	3	0	12	6	6	-1	-1	1	-5
2	CCOC(=O)N(C)[C@H]1C[C@H]2c3[nH]c4c(-c5cccc(C)c5)cccc4c3CCN2C[C@H]1[C@H](C)O	-169	·	-125	-7	0	-6	·	-61	-3	-19
3	Cc1ccc(CSCC(=O)N(C)CC(=O)Nc2cccc(F)c2)cc1	-3	-3	3	-2	0	2	3	-5	-2	3
4	CN(Cc1ccccc1)S(=O)(=O)c1ccc2[nH]cc(C(=O)NCC3CCCO3)c(=O)c2c1 (stereo not drawn)	-2	4	7	-21	-6	2	17	-67	-7	-18
5	Cc1cccc(OCC(=O)Nc2ccncc2)c1C	-3	-7	3	-13	-4	-7	7	7	6	-1
6	COc1cccc(NC(=O)c2ccc3c(O)c(S(=O)(=O)c4ccccc4)c(=O)[nH]c3c2)c1	-14	-2	-5	7	3	0	2	-5	-22	-3
7	O=C(NCc1cccs1)c1cc(-c2ccccc2)nc2ccccc12	-3	18	-1	-10	10	1	6	-13	-2	2
8	COc1cc(/C=C2/SC(=O)NC2=O)ccc1OC(=O)c1ccco1	-8	0	-1	3	-1	-9	10	-2	-28	-2

New compounds follow.
cpd	SMILES	PLC-beta3 inh	ASAP1 GAP inh	PLC-gamma1 inh	TDP2 absorb	Tn6 DDE FP	DDE Tn7 FP inh	ARFGAP1 inh	ADAM10 inh	SIAE inh	ADAM17 inh
9	CCN(CC)C(=O)c1sc(N2C(=O)Nc3ccccc3N2O)c(C(=O)OC)c1C	-3	-7	-5	6	2	1	4	-2	-1	-1
10	Cc1csc2nc(O)c(C(=O)NC3CCCCC3)c(=O)n12	2	-9	4	2	-5	-5	4	11	-2	-3
11	CCCCCC(=O)Nc1nc(C)c(-c2csc(Nc3ccccc3OCC)n2)s1	-6	17	-6	-3	4	-5	4	10	-9	0
12	CC1(C(=O)Nc2ccc3c(c2)OCCO3)CN(S(C)(=O)=O)CC(=O)N1Cc1cccc(C(F)(F)F)c1 (stereo not drawn)	2	-6	-1	14	2	11	10	-5	-7	-2
13	O=C(Nc1ccc(Cl)cn1)c1ccc(COc2ccccc2Br)o1	-7	2	-2	1	-8	-2	12	5	-9	2
14	COc1ccc(Cn2cc(CN3CC(N4CCN(C)CC4)CS3(=O)=O)nn2)cc1 (stereo not drawn)	0	5	1	-1	1	-4	8	-19	-2	-5
15	N#C/C(=N\Nc1ccc(F)cc1)C(=O)C1CC1	2	0	2	-4	-1	11	-7	3	-2	-5
16	CCc1n[nH]c(=S)n1/N=C/c1cc(Br)c(OC)cc1OC	-3	2	-6	-2	2	-2	14	-18	2	-7

The list goes on.
cpd	SMILES	PLC-beta3 inh	ASAP1 GAP inh	PLC-gamma1 inh	TDP2 absorb	Tn6 DDE FP	DDE Tn7 FP inh	ARFGAP1 inh	ADAM10 inh	SIAE inh	ADAM17 inh
17	O=C(NN1C(=O)C2C3CCC(O3)C2C1=O)c1ccc(Cl)cc1 (stereo not drawn)	1	7	2	5	-1	7	-2	-10	6	-2
18	Cc1nn(C(C)(C)C)c(OC(=O)c2ccco2)c1Sc1ccccc1	-2	0	1	-1	1	3	3	12	5	5
19	COC(=O)CSc1nnc2cc(C)c3ccccc3n12	-9	1	-3	1	5	7	8	-17	5	-10
20	CCCc1[nH]c(=O)c(C#N)c2c1CCCC2	-7	-15	-7	-7	-1	13	8	-56	-3	-20
21	CCOC(=O)C1(Cc2ccccc2)CCCN(Cc2cnn(CC)c2)C1 (stereo not drawn)	-2	10	3	-7	13	-1	6	10	3	-1
22	O=S(=O)(c1ccc(Cl)cc1)c1cnc2ccccc2n1	-2	-13	9.6*	3	2	1	-1	-6	0	-2
23	Cc1cccc2cc(C#N)c(N3CCC(O)CC3)nc12	-157	0	-133	3	-3	1	-23	-160	0	-50
24	COc1ccc(N(CC(=O)N/N=C/c2ccccc2F)S(=O)(=O)c2ccccc2)cc1	-6	-3	-3	18	3	0	7	3	2	-1

Next section
cpd	SMILES	PLC-beta3 inh	ASAP1 GAP inh	PLC-gamma1 inh	TDP2 absorb	Tn6 DDE FP	DDE Tn7 FP inh	ARFGAP1 inh	ADAM10 inh	SIAE inh	ADAM17 inh
25	COc1ccccc1-c1noc2ncnc(Nc3ccccc3C)c12	-28	-3	-28	3	8	1	8	-2	-5	-2
26	COc1ccccc1N=Nc1c(C)n[nH]c1C	-2	11	3	17	-1	1	-1	-2	-4	-3
27	O=C(COC(=O)Cn1cnc2ccccc21)Nc1cc2c(cc1Cl)C(=O)c1ccccc1C2=O	-2	-5	-2	8	-1	-6	-2	-4	-15	-1
28	CCOc1ccccc1C(=O)Nc1ccc(C(=O)NCC2COc3ccccc3O2)cc1 (stereo not drawn)	-2	·	-2	8	1	-1	·	-5	2	-3
29	O=C(CCNS(=O)(=O)c1ccc(Br)cc1)NCc1ccco1	-3	4	-3	-6	3	9	7	-7	2	1
30	COc1ccc(S(=O)(=O)Nc2cccc3c2O[C@H](CN(C)C(=O)NC2CCCCC2)[C@@H](C)CN([C@H](C)CO)C3=O)cc1	-1	7	-3	5	7	2	-6	-4	1	-2
31	C[C@@H]1CCCCO[C@@H](CN(C)Cc2ccccc2)[C@@H](C)CN([C@H](C)CO)C(=O)c2cc(N(C)C)ccc2O1	-30	-5	-19	0	0	12	4	-11	1	-6
32	O=C(Nc1ccccc1)c1ccc(CSc2ncccn2)cc1	2	-7	4	5	-3	-2	-6	10	0	1

Next results follow.
cpd	SMILES	PLC-beta3 inh	ASAP1 GAP inh	PLC-gamma1 inh	TDP2 absorb	Tn6 DDE FP	DDE Tn7 FP inh	ARFGAP1 inh	ADAM10 inh	SIAE inh	ADAM17 inh
33	COC(=O)[C@@]12C[C@@H](CC(=O)NCc3cccc4ccccc34)C(=O)N(CCc3ccc(OC)c(OC)c3)C1=CCC(C)(C)C2	1	15	-1	-6	-3	5	6	11	-3	4
34	CCC(C)NC(=S)Nc1ccc(F)cc1 (stereo not drawn)	-2	-8	5	6	-1	-3	3	7	8	3
35	CC(=O)c1cccc(NC(=S)NC(=O)c2cccc(C)c2)c1	-1	-3	0	7	-3	6	-4	4	9	-2
36	COc1ccc([C@H]2CC(=O)C=C(c3ccc(O)cc3)C2)cc1OC	-1	11	-3	-2	-7	1	-1	-8	0	-3
37	CCOc1ccc(N(CC(=O)Nc2ccc(C)c(F)c2)C2=NC3CS(=O)(=O)CC3S2)cc1 (stereo not drawn)	-6	10	-3	-7	4	-1	-8	-5	2	4
38	Cc1cccc(NS(=O)(=O)c2ccc(-c3ccc(=O)[nH]n3)o2)c1	-7	1	2	6	1	-4	0	7	-4	-2
39	Oc1ccc(Cl)cc1/C=N/c1nc2ccccc2[nH]1	-24	8	-68	16	-2	2	4	-13	8	-5
40	C[C@H]1CN([C@@H](C)CO)S(=O)(=O)c2ccc(C3=CCCC3)cc2O[C@@H]1CN(C)C(=O)C1CCCCC1	0	14	-1	1	4	2	2	-11	3	-3

Later entries:
cpd	SMILES	PLC-beta3 inh	ASAP1 GAP inh	PLC-gamma1 inh	TDP2 absorb	Tn6 DDE FP	DDE Tn7 FP inh	ARFGAP1 inh	ADAM10 inh	SIAE inh	ADAM17 inh
41	COc1ccccc1NC(=O)c1ccc(NS(C)(=O)=O)cc1	0	-5	-2	11	-1	6	5	-3	-5	-4
42	CC1(C)CC(=O)C2=C(C1)N(CCN1CCOCC1)C1=C(C(=O)CC(C)(C)C1)C2c1ccc(Cl)cc1	-119	-10	-82	-14	7	4	5	-232	-7	-65
43	C=CCNC(=O)CN(c1ccc(F)cc1)S(=O)(=O)c1ccc(OC)cc1	0	-7	1	-2	-1	-5	1	-4	-2	-3
44	Cn1c(=O)c2c(nc(OC3CCCC3)n2C)n(C)c1=O	3	14	1	9	6	5	1	-9	-1	-2
45	CN(Cc1ccccc1)C1CC(=O)N(c2ccc(C(=O)O)cc2)C1=O (stereo not drawn)	0	-14	-2	-1	5	0	-4	-1	-3	-4
46	CC(/C=C/c1ccc2c(c1)OCO2)=N/NC(=O)COc1ccc(C)cc1	-7	0	-6	12	3	-9	5	-4	4	0
47	CC1=C(C(=O)N(C(C)C)C(C)C)CC(CC(=O)NC2CCCCC2)C(=O)N1Cc1ccc(F)cc1 (stereo not drawn)	4	-3	4	2	8	-5	7	0	1	-1
48	COc1ccc(CNC(=O)c2c(C)oc3c2C(=O)c2ccccc2C3=O)cc1	3	-5	-2	16	1	1	13	-7	9	-2

(list continues)
cpd	SMILES	PLC-beta3 inh	ASAP1 GAP inh	PLC-gamma1 inh	TDP2 absorb	Tn6 DDE FP	DDE Tn7 FP inh	ARFGAP1 inh	ADAM10 inh	SIAE inh	ADAM17 inh
49	CC1CN(C(=O)COc2coc(CN3CCc4ccccc4C3)cc2=O)CC(C)O1 (stereo not drawn)	-23	-5	-14	-9	8	-7	8	-10	0	-4
50	Cc1ccsc1/C=N\NC(=O)Cn1nnc2ccccc21	2	2	1	3	-1	0	-2	-4	-2	-3
51	Cc1ccc2nc(-c3ccco3)c(Nc3ccccc3)n2c1	i	16	i	-1	3	3	3	i	12	-315
52	Cc1[nH]n(-c2ccccc2)c(=O)c1C=NCCc1ccccc1	-2	17	0	-6	-1	-2	5	-2	2	-1

Results in Tn6 DDE FP, PLC-gamma1 inh and ADAM10 inh, for two of the compounds above:
no.	SMILES	Tn6 DDE FP	PLC-gamma1 inh	ADAM10 inh
49	CC1CN(C(=O)COc2coc(CN3CCc4ccccc4C3)cc2=O)CC(C)O1 (stereo not drawn)	8	-14	-10
52	Cc1[nH]n(-c2ccccc2)c(=O)c1C=NCCc1ccccc1	-1	0	-2

Hits appear at their usual frequency; 3.6% or so of the library scored in one or more.
